aSyn yeast rescue: inhibitors of alpha-synuclein toxicity in yeast | S. cerevisiae alpha-synuclein toxicity rescue, BacTiter-Glo growth, 24 h | Potency, µM (doses to about 46.1 µM), for the others: top-dose growth rescue (activation), usual class: activators | 94,000 tested, 0.02% active | AID 1347070; active = well fitted activation curve with a large enough effect; inconclusive = small, poorly fitted or top-dose-only effect; note: 0% is about no effect
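Growth restoration measured by BacTiter-Glo luminescence after 24 hr at 30 deg C; alpha-synuclein yeast, raffinose-pregrown to mid-log, were added at OD600=0.02 in galactose medium onto pinned compounds.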
Numbers without * were called inactive; ? = inconclusive; & = joins results of further samples; [ ] = another dose, or the depositor's remark. Potency is the fitted concentration of half-maximal effect.

SMILES	aSyn yeast rescue
CC(C)CN(C(=O)CSc1nnc(-c2cccs2)n1C1CC1)C1CCS(=O)(=O)C1 (stereo unspecified)	-9.1%
Cc1ccc2ccc(S(=O)(=O)NCc3ccccn3)cc2c1	9.7%
O=c1c2ccccc2n(Cc2ccccc2F)c(=O)n1-c1cccc(F)c1	8.4%
CCOc1ccc(NC(=O)c2nc(SCC)ncc2Cl)cc1	-4.0%
Nc1c(C(=O)Nc2ccccc2Cl)nnn1-c1ccc2c(c1)OCCO2	0.6%
Cc1ccc(C)c(N2CCN(Cc3csc(C)c3C)CC2)c1	1.4%
Cc1c(C(=O)N(C)C)sc2c1c(=O)n(-c1ccccc1C(F)(F)F)c(=O)n2Cc1cccc(F)c1	10.9%
Cc1cc(C[n+]2cc(Br)ccc2N)c2ncccc2c1	-32.1%[inhibitor]
CC1=C(C(=O)NCCc2ccc(C)cc2)C2(CCC(C)CC2)OC1=O (stereo unspecified)	-3.4%
Cc1cc(C)c(S(=O)(=O)N2CCC(N3CCN(Cc4ccccc4)C(=O)C3=O)CC2)c(C)c1	1.6%
Cc1ccc2ccccc2c1NC(=O)CNCc1ccccc1	-5.4%
CCOc1cc2c(cc1OCC)C(c1ccccc1)N(c1ccccc1)C(=O)C2 (stereo unspecified)	0.4%
C[C@@H]1CN([C@H](C)CO)C(=O)CCCn2cc(nn2)CO[C@H]1CN(C)C(=O)Nc1ccc2c(c1)OCO2	-4.4%
CO/N=C/c1ccc(Oc2ccc(C)cc2)c([N+](=O)[O-])c1	4.8%
CC(C)CCNC(=O)c1c[nH]c2ccc(S(=O)(=O)Nc3cccc(C(F)(F)F)c3)cc2c1=O	0.2%
COc1ccc2c(CNCc3ccco3)c(C(=O)O)n(Cc3cccc(F)c3)c2c1	11.4%
CC(C)COC(=O)N(C)C[C@H]1OCc2cnnn2CCCC(=O)N([C@H](C)CO)C[C@@H]1C	-4.0%
Cc1cc(C)nc(NS(=O)(=O)c2ccc(NC(=O)c3ccccc3Br)cc2)n1	3.6%
COc1ccc(NC(=O)N(C)C[C@H]2OCCCC[C@@H](C)Oc3ccc(N(C)C)cc3C(=O)N([C@H](C)CO)C[C@@H]2C)cc1	5.1%
CCCCCC(=O)N1c2ccccc2C(C)(c2ccccc2)CC1(C)C (stereo unspecified)	8.9%
CC(OC(=O)CCc1ccccc1)C(=O)Nc1ccc(Cl)cn1 (stereo unspecified)	6.2%
Cc1ccc(N(C(=O)c2csnn2)C(C(=O)NC2CCCC2)c2ccncc2)c(C)c1 (stereo unspecified)	-4.5%
NC(=O)c1ccc(Oc2ncc(C(F)(F)F)cc2Cl)cc1	2.1%
COc1ccc(C(C(=O)NC(C)(C)C)N(C(=O)CCC(=O)Nc2cc(C)on2)c2cccc(F)c2)cc1 (stereo unspecified)	-2.5%
Cc1ccc(NC(=O)c2nc(S(C)(=O)=O)ncc2N(Cc2ccccc2)Cc2ccco2)c(C)c1	2.1%
CC(=O)Oc1ccc(C(=O)NCCc2ccccc2)cc1	-0.6%
N=c1c(S(=O)(=O)c2ccccc2)cc2c(=O)n3ccccc3nc2n1Cc1cccnc1	-31.4%[inhibitor]
CC(C)(C)c1ccc(OCCC(=O)OCC(=O)NC(=O)NC2CCCC2)cc1	18.0%
CC(=O)c1ccc(NC(=O)C2CCN(S(=O)(=O)c3ccc4c(c3)CCCN4C(=O)C3CCC3)CC2)cc1	2.6%
CCN(CC)C(=O)C1=C(C)N(Cc2ccc(C(C)(C)C)cc2)C(=O)C(CC(=O)NCCCN(C)C)C1 (stereo unspecified)	-1.0%
COc1ccc(CNC(=O)Cc2c(C)c3c(cc(C)c4c(C)coc43)oc2=O)cc1OC	0.6%
CCOc1ccc(CNc2ccc3c(c2)ncn3C(C)(C)C)cc1	-2.3%
O=C(CN1C(=O)COc2ccc(S(=O)(=O)N3CCCCCC3)cc21)N1CCN(c2cccc(C(F)(F)F)c2)CC1	-8.1%
Cc1ccc(S(=O)(=O)N2CCC(n3c(C)nc4cccnc43)CC2)c(C)c1	0.8%
Cc1ccc(S(=O)(=O)c2nc(-c3ccco3)oc2SCc2ccccc2Cl)cc1	4.1%
Cc1ccccc1Cn1cnc2ccccc21	-10.7%
C/C(=C\C(=O)c1c(O)cc(C)oc1=O)N(C)C	9.3%
CC(C)CCc1noc(CN2CCN(CC(=O)NC(C)C)CC2)n1	-8.9%
Cc1c(C(=O)N2CCN(Cc3nccn3C)CC2)oc2c(F)cccc12	-1.9%
COc1ccc(N2CC(C(=O)OCC(=O)Nc3ccccc3C)CC2=O)cc1 (stereo unspecified)	-4.3%
CCN1CCOC(=O)C1CC(=O)Nc1ccc(Br)cc1 (stereo unspecified)	-81.4%[inhibitor]
CCCCCCSc1nsc(NC(=O)CCC)n1	-9.8%
Cc1ccc(NC(=O)c2c(NC(=O)c3ccccc3)sc3c2CCC3)cc1	-6.2%
CCc1cccc(CC)c1NC(=O)Cn1c(-c2ccc(F)cc2)noc1=O	-2.8%
Cc1cccc(OCC(=O)Nc2ccc(S(=O)(=O)N(Cc3ccccc3)c3ccccc3)cc2)c1	-0.5%
COc1ccc(C2CCCCC2SCC(=O)O)cc1OC (stereo unspecified)	3.8%
COc1ccc(-n2nc(C(=O)Nc3cccc(Cl)c3)c3c4ccccc4n(C)c3c2=O)cc1Cl	-2.2%
CCC(C)NC(=O)Cn1c(=O)n(-c2ccc(C)c(C)c2)c(=O)c2c3c(sc21)CCCCC3 (stereo unspecified)	4.0%
CCOc1ccc(CNC(=O)c2ccc(Sc3ccc(Cl)cc3)c(NC(C)=O)c2)cc1	8.3%
O=S(=O)(c1ccccc1)c1nnn2c1nc(NCc1ccccc1)c1cc(Cl)ccc12	-6.7%
Carrying on:
SMILES	aSyn yeast rescue
CCOc1cccc(C(=O)Nc2ccc3oc(-c4ccc(C(C)(C)C)cc4)nc3c2)c1	1.1%
COC(=O)c1scc(-c2ccccc2)c1S(=O)(=O)Nc1cccc(C)c1C	7.2%
CCOC(=O)N1CCN(C(=O)CN(C)S(=O)(=O)c2ccc(F)cc2)CC1	3.8%
COc1ccc(CN(Cc2ccco2)C(=O)COc2ccccc2Cl)cc1	8.2%
CCOc1cc(C(=O)N/N=C/C(Br)=C/c2ccccc2)cc(OCC)c1OCC	4.3%
CCc1ccccc1Nc1cc(C(=O)NCCc2ccccc2)c2ccccc2n1	-15.6%
O=C(Nc1sc2c(c1C(=O)NCc1ccccc1)CCCC2)c1cc(=O)c2cc(Cl)ccc2o1	9.2%
CCCc1nc(SCC(=O)N2CCC(Cc3ccccc3)CC2)c2c(=O)n(C)c(=O)n(C)c2n1	0.7%
N#Cc1cccc(NC(=O)c2cncn2-c2ccccc2)c1	-4.2%
O=C(Cc1ccccc1Cl)Nc1nc2ccccc2[nH]1	0.3%

An excerpt of these results, field by field.
> COC(=O)c1scc(-c2ccccc2)c1S(=O)(=O)Nc1cccc(C)c1C
  aSyn yeast rescue = 7.2%
> CCOC(=O)N1CCN(C(=O)CN(C)S(=O)(=O)c2ccc(F)cc2)CC1
  aSyn yeast rescue = 3.8%
> COc1ccc(CN(Cc2ccco2)C(=O)COc2ccccc2Cl)cc1
  aSyn yeast rescue = 8.2%
> CCOc1cc(C(=O)N/N=C/C(Br)=C/c2ccccc2)cc(OCC)c1OCC
  aSyn yeast rescue = 4.3%

Next structures:
SMILES	aSyn yeast rescue
O=C(N/N=C/c1ccc[nH]1)c1ccccc1OCc1ccc(F)cc1	-6.5%
Cc1ccc(CN2C(=O)c3ccccc3Sc3ccc(C(=O)NCCCN4CCOCC4)cc32)cc1	-0.5%
CCC(=O)C1=C(c2ccc(F)cc2)N(C(=O)CC)n2cnnc2S1	-4.2%
CC(C)(C)NC(=O)C(=O)NC(=O)c1c(F)cccc1Cl	-2.9%
COc1ccc(-c2cc(C)no2)cc1S(=O)(=O)N1CCN(c2cccc(C)c2)C(C)C1 (stereo unspecified)	3.8%
Cc1ccc2c(c1)C(=O)OC(C(=O)Nc1ncc(Cc3ccc(C(C)C)cc3)s1)C2 (stereo unspecified)	2.5%
COCCCNC(=O)CN1C(=O)/C(=C/c2ccccc2)Sc2ccccc21	11.0%
COc1ccc(NC(=O)CSc2nc3ccccc3nc2N2CCCCC2)cc1	5.8%&8.6%
COc1ccccc1CCNC(=O)Cc1c(C)c2cc(Cl)c(O)cc2oc1=O	1.6%
O=C(Cc1ccc(NC2=NC3CS(=O)(=O)CC3S2)cc1)NCCc1ccccc1 (stereo unspecified)	-4.1%

The final 7 entries of the part above lead into the next:
SMILES	aSyn yeast rescue
CC(C)(C)NC(=O)C(=O)NC(=O)c1c(F)cccc1Cl	-2.9%
COc1ccc(-c2cc(C)no2)cc1S(=O)(=O)N1CCN(c2cccc(C)c2)C(C)C1 (stereo unspecified)	3.8%
Cc1ccc2c(c1)C(=O)OC(C(=O)Nc1ncc(Cc3ccc(C(C)C)cc3)s1)C2 (stereo unspecified)	2.5%
COCCCNC(=O)CN1C(=O)/C(=C/c2ccccc2)Sc2ccccc21	11.0%
COc1ccc(NC(=O)CSc2nc3ccccc3nc2N2CCCCC2)cc1	5.8%&8.6%
COc1ccccc1CCNC(=O)Cc1c(C)c2cc(Cl)c(O)cc2oc1=O	1.6%
O=C(Cc1ccc(NC2=NC3CS(=O)(=O)CC3S2)cc1)NCCc1ccccc1 (stereo unspecified)	-4.1%
CC(OCC(O)CN1CCCCC1CCO)c1ccc(Cl)cc1 (stereo unspecified)	-0.9%
Cn1c(Cn2c(=O)sc3ccccc32)nnc1SCc1ccc(F)cc1	12.2%
COc1ccccc1CNC(=O)CN1C(=O)COc2ccc(S(=O)(=O)N3CCC(C)CC3)cc21	2.7%
CCc1nc2ccc(C(=O)NCCc3ccc(OC)cc3OC)cc2nc1CC	7.2%
CC(OC(=O)c1cccn1C)C(=O)Nc1ccc2c(c1)OCO2 (stereo unspecified)	7.3%
CC1CCN(S(=O)(=O)c2ccc3c(c2)N(CC(=O)NCc2ccccc2)C(=O)CO3)CC1	-12.4%
COCCNS(=O)(=O)c1ccc2c3c(cccc13)C(=O)N2C	-1.1%
Cc1cccc(NC(=O)c2nc[nH]c2C(=O)NC[C@H](C)O)c1	-4.1%
C[C@H]1CN([C@@H](C)CO)C(=O)CCCn2nncc2CO[C@@H]1CN(C)S(=O)(=O)c1ccccc1	-2.8%
Cc1cc2nc(-c3cccc(NC(=O)C(C)C)c3C)oc2cc1C	-5.7%
CC(C)N(Cc1cnn(C)c1)Cc1nc(Cc2ccccc2Cl)no1	9.7%
COc1ccc(OC)c(-c2nnc3n(CCc4ccccc4)c(=O)c4ccccc4n23)c1	-4.9%
O=C(COc1ccccc1)NNc1nc2c(F)cccc2s1	-3.0%
CCCN(C(=O)Cn1nc(Cc2cccnc2)c2ccccc2c1=O)c1ccc(C(C)C)cc1	-4.4%
CCC(=O)c1ccc(OCC(=O)Nc2ccc3nc(C)sc3c2)cc1	4.9%
Cc1ccc(NC(=O)c2ccc3c(=O)n4c(nc3c2)CCCCC4)nc1	-11.2%
CC(=O)c1ccc(NC(=O)c2ccc3c(c2)nnn3C2CCCC2)cc1	-4.2%
CCCN(CCC)CCNC(=O)c1cc2c(-c3ccc(Cl)cc3)nn(C)c2s1	8.2%
CNc1c(NC(=O)c2ccc(OC)c(OC)c2)c(=O)oc2ccccc12	-6.1%
CCOc1ccc(C2c3c(-c4ccccc4O)n[nH]c3C(=O)N2Cc2cccnc2)cc1OC (stereo unspecified)	-4.3%
COc1ccc(C2OC(=O)Cc3cc(OC)c(OC)cc32)cc1 (stereo unspecified)	-5.7%
CCC1CCCCN1C(=O)CSc1nc(-c2ccc(OC)c(OC)c2)cc(C(F)(F)F)n1 (stereo unspecified)	4.3%
Cc1nn(C(=O)c2ccc3c(c2)OCO3)c(N)c1-c1ccccc1	0.6%
CC(C)(CNC(=O)c1ccccc1F)CNC(=O)c1ccccc1F	0.0%
O=S(=O)(/C=C/c1ccccc1)Nc1cccc(S(=O)(=O)NC2=NCCC2)c1	6.3%
CCOC(=O)c1cccc(NC(=O)CCn2nc(C)c(S(=O)(=O)N3CCCCC3)c2C)c1	-6.9%
CCCCn1c(=O)[nH]c2nc3cc(N)ccc3nc2c1=O	3.3%
Cc1ccc(S(=O)(=O)N2CCOCC2)cc1C(=O)N(C)CCOc1ccc(Cl)cc1	-0.8%
O=C(O)c1ccccc1Cc1ccc(F)c2ccccc12	-44.2%[inhibitor]
Cc1ccc(CN2CC(C(=O)N3CCN(S(=O)(=O)c4cc(C)ccc4C)CC3)CC2=O)cc1 (stereo unspecified)	6.6%
CC1CCc2c(sc(NC(=O)c3ccccc3C(=O)O)c2C#N)C1 (stereo unspecified)	-4.2%
O=C(COc1ccc(Cl)cc1Cl)N(c1ccccn1)C1CCCCC1	-7.9%
CCOc1ccc(NC(=O)CC2C(=O)N(c3ccc(OC)cc3)C(=S)N2Cc2ccccn2)cc1 (stereo unspecified)	3.4%
C/C(=N\NC(=O)c1cccc([N+](=O)[O-])c1)c1ccncc1	3.5%
CCCCN(c1ccccc1)c1ncnc2c1cnn2-c1cccc(C)c1	-3.3%
COc1ccc(CCNC(=O)CCn2c(=O)c3ccccc3n(CC(=O)Nc3cc(Cl)ccc3C)c2=O)cc1OC	?
Oc1ccc(Nc2ncnc3c2oc2ccccc23)cc1	17.1%
COCCN(C(=O)CSc1nnc(C)n1Cc1ccccc1)c1c(N)n(Cc2ccccc2)c(=O)[nH]c1=O	-4.6%
Cc1ccc(-n2c(SCC(=O)c3ccccc3)nc3c([nH]c4ccccc43)c2=O)cc1	6.8%
O=C(Cn1nnc2ccccc2c1=O)N1CCOCC1	1.6%
Cc1ccc(S(=O)(=O)c2nc(-c3ccccc3F)oc2N2CCCCC2)cc1	5.8%
CC1=NN(S(=O)(=O)c2ccc(Cl)cc2Cl)C(=O)c2ccccc2O1	3.6%
CS(=O)(=O)N1CCN(S(=O)(=O)c2ccccc2[N+](=O)[O-])CC1	7.5%

Bioassay records (PubChem BioAssay)

These rows are one share of the data, so the mix of outcomes need not match the whole.
